TAAR1 antagonist: human TAAR1 antagonists, primary screen, Fluo-8 calcium fluorescence, CHO RD-HGA16 cells | Trace amine-associated receptor 1 (Homo sapiens), Q96RJ0 | antagonist | inhibition, % at 3 µM | 1.5% of 360,000 active;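 active means inhibition above a per-plate cutoff, the mean inhibition of test compounds on that plate plus 3 SD, cut at about 49% in these data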;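 further: 0% = DMSO plus EC80 beta-PEA response and 100% = DMSO alone without agonist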
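Material: RD-HGA16 CHO cells with stable hTAAR1 and Gα16; Dosing: single nominal final test compound concentration of 3 µM; Schedule: seeding 17-24 h prior, 75-min 37 °C, 30-min RT dye loading; Detection: kinetic Fluo-8 calcium fluorescence measurement; Measure: % inhibition from peak post-agonist over basal fluorescence ratio; Benchmarks: vehicle and agonist controls.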
M1 PAM: human M1 muscarinic receptor positive allosteric modulators, primary screen, CHO-K1 cells, Fluo-8 calcium fluorescence, 1536-well; Muscarinic acetylcholine receptor M1 (Homo sapiens), P11229; CHO-K1 hM1, ACh EC20; 0% = ACh EC20, 100% = maximal ACh; activation, % at 3 µM; 0.088% of 360,000 active; in the data active means activation above about 19%, passing the limit was not always enough
Target sequence (P11229 whole entry, looked up): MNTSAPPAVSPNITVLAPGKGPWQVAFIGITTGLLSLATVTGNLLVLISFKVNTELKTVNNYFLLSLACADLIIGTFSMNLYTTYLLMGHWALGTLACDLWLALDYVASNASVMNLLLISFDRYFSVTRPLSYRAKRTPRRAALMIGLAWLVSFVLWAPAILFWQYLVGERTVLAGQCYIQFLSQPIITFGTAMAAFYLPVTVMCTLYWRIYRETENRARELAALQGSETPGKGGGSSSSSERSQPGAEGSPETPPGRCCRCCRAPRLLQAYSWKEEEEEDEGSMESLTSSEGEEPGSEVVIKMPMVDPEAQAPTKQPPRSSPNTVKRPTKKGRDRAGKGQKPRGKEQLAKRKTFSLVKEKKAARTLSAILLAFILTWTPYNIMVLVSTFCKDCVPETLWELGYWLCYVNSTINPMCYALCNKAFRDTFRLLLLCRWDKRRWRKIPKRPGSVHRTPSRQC
OXTR agonist: human OXTR agonists, primary screen, fluorescence, CHO-OTR cells, Fluo-8 calcium; Oxytocin receptor (Homo sapiens), P30559; Fluo-8 calcium fluorescence; normalized: DMSO 0%, oxytocin 100%; activation, % at 3 µM; 0.32% of 320,000 active; AID 2435, 2010;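 active means activation above the mean of all tested compounds plus 3 SD, cutoff set per screening run, cut at about 20% in these data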;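 further: peak over basal fluorescence ratio from a 100 s FLIPR kinetic read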
V1R ag counter: agonists of human V1a receptor, primary screen, counter-screen for OXTR agonist project, fluorescence, CHO-V1R cells; 0.25% of 320,000 active; Fluo-8 calcium fluorescence, agonist mode; 0% DMSO, 100% 3 nM vasopressin; activation, % at 3 µM; Vasopressin V1a receptor (Homo sapiens), P37288;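 active means activation above the mean activation of all tested compounds plus 3 SD, per screening run, cut at about 20% in these data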;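 further: signal is peak over basal fluorescence ratio across a 100 second FLIPR read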
Target sequence (P37288 whole entry, looked up): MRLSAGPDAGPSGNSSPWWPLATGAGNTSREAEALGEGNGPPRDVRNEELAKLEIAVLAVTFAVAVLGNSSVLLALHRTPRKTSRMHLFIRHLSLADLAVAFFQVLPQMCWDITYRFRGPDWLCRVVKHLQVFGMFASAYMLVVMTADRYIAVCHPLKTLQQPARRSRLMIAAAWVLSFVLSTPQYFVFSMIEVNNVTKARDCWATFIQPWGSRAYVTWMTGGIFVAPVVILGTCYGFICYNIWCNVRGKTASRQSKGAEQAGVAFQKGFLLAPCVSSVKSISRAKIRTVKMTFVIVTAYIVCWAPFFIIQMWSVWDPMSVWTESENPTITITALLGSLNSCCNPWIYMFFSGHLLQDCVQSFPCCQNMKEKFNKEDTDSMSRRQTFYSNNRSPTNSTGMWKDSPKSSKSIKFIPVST
M1 ag: human M1 muscarinic receptor agonists, primary screen, Fluo-8 calcium fluorescence, CHO-K1 cells, HTS | CHO-K1 hM1, agonist mode; 0% DMSO, 100% acetylcholine EC100 | 0.33% of 360,000 active | AID 588814, 2011 | Muscarinic acetylcholine receptor M1 (Homo sapiens), P11229 | activation, % at 3 µM;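 active means activation above the run's mean compound activation plus 3 SD, cut at about 16% in these data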;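 further: peak over basal fluorescence ratio within a 140 s kinetic read after compound addition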
CHO parental Ca: ATP-evoked calcium signal inhibitors, parental CHO, primary screen, counter-screen for OX1R antagonist project, cell-based, fluorescence, Fluo-8 calcium dye | parental CHO-K1, ATP-induced calcium, Fluo-8 fluorescence | inhibition, % at 5.6 µM | 0.63% of 330,000 active;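 active means inhibition above that plate's mean sample inhibition plus 3 SD, cut at about 26% in these data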;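 further: 0% = ATP-challenged DMSO wells and 100% = DMSO wells without ATP; some compounds past the cut are filed as inactive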
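Material: Parental CHO cells | Reagent: ATP | Compound dosing: Single nominal dose of 5.6 µM per compound | Detection: Intracellular calcium via Fluo-8 no-wash fluorescent dye | Read-out: % inhibition of ATP-induced calcium mobilization | Benchmarks: Low control ATP plus DMSO, high control DMSO only | Replicates: Singlicate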
OXTR potentiator: human OXTR potentiators, primary screen, fluorescence, CHO-OTR cells, Fluo-8 calcium. Oxytocin receptor (Homo sapiens), P30559. Fluo-8 calcium fluorescence, potentiator mode; 0% = oxytocin EC15, 100% = EC100. activation, % at 3 µM. 0.061% of 320,000 active. AID 2445, 2010;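 active means activation above that plate's cutoff, the mean activation of tested compounds plus 3 SD, cut at about 6.6% in these data, passing the limit was not always enough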;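 further: 100% uses oxytocin at 75 nM as the full agonist control; some results filed as inactive read as strong as hits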
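System: human OTR in CHO cells / Also added: sub-maximal oxytocin, roughly EC15 / Control set: EC15 oxytocin low, 75 nM oxytocin high / Schedule: 6 min compound pre-incubation at room temperature, 100 s kinetic read / Compound: single-point 3.0 µM / Replication: singlicate / Technique: Fluo-8 calcium dye fluorescence / Read-out basis: % activation of max/min ratio relative to oxytocin controls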
M1 antag: human M1 muscarinic receptor antagonists, primary screen, CHO-K1 cells, Fluo-8 calcium fluorescence, 1536-well | inhibition, % at 3 µM | CHO-K1 hM1, ACh EC80 antagonist | 1.3% of 360,000 active;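 active means percent inhibition above its own plate's cutoff, namely the mean of that plate's compound wells plus 3 SD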;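 further: peak over basal fluorescence ratio during 140 s after agonist addition; 0% = ACh EC80 plus DMSO and 100% = DMSO alone without agonist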
TAAR1 ag: human TAAR1 agonists, primary screen, Fluo-8 calcium fluorescence, CHO RD-HGA16 cells; 0.99% of 360,000 active; vehicle wells 0%, saturating PEA agonist 100%; Trace amine-associated receptor 1 (Homo sapiens), Q96RJ0; activation, % at 3 µM;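 active means activation above the mean activation of all test compounds in the run plus 3 SD, cut at about 38% in these data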
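Benchmarks: low control DMSO, high control PEA (EC100); System: CHO RD-HGA16 cells carrying human TAAR1 plus Gα16; Detection: Fluo-8 fluorescence, 5 s baseline then 140 s kinetic read; Schedule: 17-24 h plating, Fluo-8 75 min 37 °C, 30 min RT; Read-out basis: % activation from peak over basal fluorescence ratio, DMSO-to-PEA scaled.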
Active calls of the source: *; . = no result given.

no. | structure | TAAR1 antagonist | M1 PAM | OXTR agonist | V1R ag counter | M1 ag | CHO parental Ca | OXTR potentiator | M1 antag | TAAR1 ag
1 | CN1CCN(C(=O)C2=C[C@H](c3ccc4c(c3)OCO4)C[C@H](OCc3ccc(CO)cc3)O2)CC1 | 18 | 13 | 0.8 | 2.1 | -1 | -7 | -3 | -13 | 4
2 | Oc1ccc(Br)cc1/C=N/N1CCCCC1 | 4 | 3 | -2.0 | 0.7 | 6 | -8 | -5 | 3 | 10
3 | NC(=O)c1cccc(-c2ccnc3c2CC(C(=O)Nc2cccc(C(F)(F)F)c2)O3)c1 (stereo not drawn) | 48 | -10 | . | . | 0 | . | . | 13 | 28
4 | COc1ccccc1N1CCN(Cc2cc3c(cc2Br)OCCO3)CC1 | 8 | -4 | -1.4 | 0.3 | -9 | -29 | -5 | 6 | 7
5 | Cc1cc(C)n2nc(C(=O)OC(C)C(=O)c3ccccc3)nc2n1 (stereo not drawn) | 1 | 9 | 1.5 | -1.1 | -3 | 1 | -2 | -10 | 1
6 | C=CCn1c(SCC(=O)NCC2CCCO2)nc2scc(-c3ccc(OC)cc3)c2c1=O (stereo not drawn) | 5 | 0 | -2.1 | 2.0 | -3 | -14 | 1 | 1 | 1
7 | CCCN(CC(=O)Nc1cc(C)on1)CC(=O)Nc1ccc(F)c(F)c1F | -20 | 2 | -0.3 | 0.1 | -2 | 1 | -9 | 5 | 5
8 | CC(O)CN1CCN(C(=O)CN2C(=O)NC(c3ccccc3)(c3ccccc3)C2=O)CC1 (stereo not drawn) | -8 | -6 | 0.8 | 0.0 | -4 | -6 | -14 | 3 | 0
9 | O=C(/C=C/c1ccco1)N(Cc1cccc(Cl)c1)C1CCS(=O)(=O)C1 (stereo not drawn) | -41 | 0 | -1.3 | -1.7 | -3 | -21 | 1 | 4 | 0
10 | CC(C)(O)[C@@H]1Cc2c(ccc3ccc(=O)oc23)O1 | 20 | 0 | 0.1 | 2.1 | -2 | 2 | 2 | -3 | 8
11 | COc1c(C)cc(C(O)c2ncc(-c3cccc4ccccc34)[nH]2)cc1C (stereo not drawn) | -13 | 10 | . | . | -4 | . | . | -17 | -1
12 | Brc1ccc(CSc2ncn[nH]2)cc1 | 15 | 10 | -1.6 | -0.2 | -3 | -4 | -14 | -10 | 5
13 | O=C(C1=C(O)C(=O)N(CCCn2ccnc2)C1c1cccc(Br)c1)c1ccco1 (stereo not drawn) | -19 | 16 | 0.2 | -0.4 | 0 | -11 | -10 | -13 | 0
14 | COCc1cc(C)nc(OCC(=O)N/N=C/c2ccc(O)cc2)c1C#N | 13 | 0 | -0.7 | 2.0 | -4 | -4 | 2 | -2 | 4
15 | C/C(=C\C(=O)c1ccccc1)NNC(=O)c1ccc(Cl)cc1 | -26 | 19 | -1.0 | 0.1 | -2 | -16 | 5 | -18 | -2
16 | Cc1c(C(=O)N2CCN(Cc3ccccc3)CC2)oc2c1C(=O)CC(C)(C)C2 | -7 | -4 | -1.8 | -0.1 | -4 | -21 | -3 | 5 | 1
17 | CCCn1nnc(NC(=O)c2ccc(Cl)cc2Cl)n1 | 10 | -3 | -1.0 | 0.7 | -4 | -4 | -6 | 9 | 2
18 | O=S1(=O)c2ccc(Br)cc2N2CCC[C@@H]2CN1Cc1ccccc1 | 19 | -6 | . | . | -5 | -33 | . | 8 | 1
19 | CC(=O)Cc1nsc(NC(=O)c2ccc(-c3ccccc3Cl)o2)n1 | 6 | 9 | -1.5 | 1.4 | -2 | -26 | -5 | -11 | 6
20 | COc1ccc(OC)c(C2C(C(=O)c3ccco3)=C(O)C(=O)N2Cc2cccnc2)c1 (stereo not drawn) | -5 | 5 | 1.3 | 0.0 | -2 | -8 | 0 | -8 | 1
21 | COc1ccc(NS(=O)(=O)c2cccc(C(=O)NCC(c3ccc(OC)cc3)N3CCCC3)c2)cc1 (stereo not drawn) | 17 | 2 | 1.3 | 3.1 | -5 | -20 | -6 | -4 | 6
22 | Cc1nc(SCc2ccc(F)cc2)c([N+](=O)[O-])[nH]1 | -3 | 8 | 1.6 | 2.1 | -2 | -8 | -3 | -16 | 1
23 | O=C(c1ccc(NS(=O)(=O)c2ccc3[nH]c(=O)[nH]c3c2)cc1)N1CCCC(C(F)(F)F)C1 (stereo not drawn) | -24 | -2 | 0.3 | 0.2 | -4 | 5 | 0 | 7 | 8
24 | COc1ccc(NC(=O)Cc2nnc(SCC(=O)NC3CCCCC3C)n2C)cc1 (stereo not drawn) | -1 | 0 | 0.1 | -0.2 | -3 | 1 | -6 | 5 | 4
25 | CN(C(=O)c1cccc(NC(=O)Cc2ccc(NC(=O)C3CCCN(C(=O)CCc4ccccc4)C3)cc2)c1)C1CCCC1 (stereo not drawn) | -3 | 1 | . | . | -7 | . | . | 6 | 2
26 | COc1ccc(NC(=O)CN(C)CC(=O)Nc2cccc(C(C)=O)c2)cc1 | 0 | 4 | 0.9 | 1.8 | 0 | -15 | -8 | -12 | 4
27 | COc1ccc(C(=O)Nc2cccc(S(=O)(=O)NC3=NCCCCC3)c2)cc1 | 9 | 8 | 1.3 | 3.4 | -3 | -15 | -6 | -7 | 1
28 | CC(C)C[C@@H](CN1CCC[C@@H]1CN1C(=S)NC[C@@H]1Cc1ccc(O)cc1)N1C[C@H](Cc2ccc(O)cc2)N(CCc2ccccc2)C1=S | -37 | 3 | . | . | -7 | . | . | -9 | 2
29 | CCCCCCC12CCC(C(=O)O)(CC1)CC2 | . | . | -0.2 | 0.7 | . | 16 | 1 | . | .
30 | O=C(O)C1CCCCN1S(=O)(=O)c1cccc2nsnc12 (stereo not drawn) | . | 3 | -0.1 | 0.0 | -7 | 2 | -7 | -13 | .
31 | Cc1ccc(C(=O)N/C(N)=N/c2nc3ccccc3o2)cc1 | 10 | 4 | 0.5 | 0.1 | 2 | 0 | 2 | -1 | -3
32 | O=C1NN=C(c2ccc(Cl)cc2)CC1c1cccc(Br)c1 (stereo not drawn) | -11 | -4 | -2.1 | -0.2 | -8 | -23 | -5 | 13 | 10
33 | CCOC(=O)N1CCN(S(=O)(=O)c2cc3c(cc2C)NC(=O)CO3)CC1 | 12 | 5 | 0.7 | 0.9 | -4 | -14 | -1 | -3 | 1
34 | COc1cccc(C2c3[nH]c4ccccc4c3C[C@H]3C(=O)N(c4ccccc4C(=O)N4CCC(C(=O)O)CC4)C(=O)N23)c1 (stereo partly drawn) | -8 | 11 | -0.9 | -0.1 | 0 | -14 | -2 | -13 | 1
35 | COc1ccc(NS(=O)(=O)c2ccc(NC(C)=O)cc2)c(OC)c1 | -3 | 6 | 0.9 | 1.5 | 0 | -8 | -9 | -6 | 12
36 | O=C1NC(c2ccccc2)=NC1(NS(=O)(=O)c1ccc(Cl)cc1)C(F)(F)F (stereo not drawn) | -7 | 1 | 0.5 | -0.3 | -5 | -13 | -6 | -1 | 2
37 | N#CCCCn1c(-c2ccccc2)noc1=O | 4 | 4 | -0.2 | 0.0 | 0 | -8 | -4 | -6 | 10
38 | CN(CC(=O)Nc1ccccc1Cl)C(=O)Cn1nnc(-c2ccc(F)cc2)n1 | 8 | 0 | 0.5 | 0.3 | -3 | -17 | -2 | 3 | 2
39 | Cc1cc(C)cc(N(CC(=O)NC(C)C)C(=O)CCC(=O)Nc2ccccn2)c1 | -17 | 24 | 2.6 | 0.7 | 1 | -4 | 8 | -29 | 4
40 | CCCC(=O)n1nc(-c2ccc(C)cc2)nc1NCc1ccco1 | -39 | 9 | -1.2 | -0.1 | -2 | -17 | -17 | -12 | 1
41 | C/C(=N\NC(=O)NC1CCCCC1)c1ccco1 | -27 | 1 | -0.3 | -0.2 | -3 | -7 | -11 | 2 | 2
42 | CC(SC(C)C(=O)NN=Cc1cccc(F)c1)C(=O)NN=Cc1cccc(F)c1 (stereo not drawn) | -21 | 2 | . | . | 3 | . | . | -8 | 1
43 | Cc1occc1C(=O)Nc1cccc(/C=C/C(=O)O)c1 | 9 | 1 | 1.1 | 0.8 | -1 | -7 | -4 | -15 | 16
44 | Cc1ccc2c(c1)nnc1nnc(SCC(=O)O)n12 | -7 | 9 | 0.4 | 0.3 | -3 | 9 | 3 | -10 | 2
45 | CC(C)(C)C(=O)NC(=S)Nc1ccc(S(=O)(=O)Nc2nccs2)cc1 | 23 | 6 | 0.3 | 1.6 | -6 | 7 | 0 | -4 | 6
46 | COc1ccc(CCN(C)C(=O)c2c(C)nn(-c3ccccc3)c2C)cc1OC | 11 | 15 | -0.4 | 0.2 | -2 | -12 | -10 | -8 | 0
47 | COC(=O)C1=C(C)N(Cc2ccccc2)C(=NCc2cc(OC)c(OC)c(OC)c2)N[C@H]1CCc1ccccc1 | -3 | 7 | 1.4 | 0.2 | -10 | -18 | -4 | 2 | 14
48 | COc1ccc(NC(=O)CSCc2ccc(C)cc2)cc1 | -12 | 14 | -1.5 | -1.3 | -11 | -5 | 4 | -8 | 3
49 | COc1cccc(C(=O)Nc2ccc3nc4n(c(=O)c3c2)CCCC4)c1 | 11 | 5 | -1.6 | 1.6 | -5 | -20 | -12 | -12 | 3
50 | O=C(N/N=C/C=C/c1ccc([N+](=O)[O-])cc1)c1cccs1 | -3 | 7 | -0.6 | -1.1 | -3 | 8 | -10 | -9 | 4
51 | CCOC(=O)Cc1[nH]nc2c1C(c1ccsc1)C(C#N)=C(N)O2 (stereo not drawn) | 8 | 5 | 1.2 | 0.5 | 0 | 6 | -5 | -1 | 5

Single records, from the list above. Order of values: TAAR1 antagonist, M1 PAM, OXTR agonist, V1R ag counter, M1 ag, CHO parental Ca, OXTR potentiator, M1 antag, TAAR1 ag
Results for C/C(=N\NC(=O)NC1CCCCC1)c1ccco1 → -27, 1, -0.3, -0.2, -3, -7, -11, 2, 2
Results for Cc1ccc2c(c1)nnc1nnc(SCC(=O)O)n12 → -7, 9, 0.4, 0.3, -3, 9, 3, -10, 2

Screens as filed in PubChem BioAssay.
